Fibroblast inh = antiproliferative effect on LL 47 fibroblasts – human, LL 47 cells, CellTiter-Glo luminescence, primary screen; LL 47 human lung fibroblast viability, ATP luminescence; stronger effect = lower value; hit rate 1.1% among 85,000; viability, % at 10 µM;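 active = viability at or below 50% in the single dose screen; inactive = viability above 50%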;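 note: compound exposure lasted 72 h before the ATP readout; 100% = median luminescence of untreated cell-only wells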
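Signal: luminescent ATP detection, CellTiter-Glo; assay system: LL 47 human lung fibroblasts; input: 1,150 cells/well; incubation: overnight cell rest, 72 h compound treatment at 37 °C; measure: % viability versus median cells-only luminescence; medium: IMEM growth medium with 15% fetal bovine serum; dosing: compound addition at 0.1% DMSO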
H69AR inhibit = proliferation blockers of H69AR lung cancer cells, primary screen, cell-based, human, 86K library; H69AR lung tumor viability, ATP luminescence, 72 h; stronger effect = lower value; viability, % at 10 µM; hit rate 6% among 85,000; AID 598, 2007;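 active = viability at or below 40%; inactive = viability above 40%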;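 note: multidrug resistant small cell line overexpressing MRP-1 efflux transporter; 100% = mean luminescence of untreated control wells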
ERa SRC1 inh = ERα–SRC-1 coactivator interaction inhibitors, primary screen, biochemical, TR-FRET, ERα LBD, estradiol-bound; Estrogen receptor (Homo sapiens), P03372; inhibition, % at 25.6 µM; TR-FRET ER-alpha LBD / SRC-1 peptide; hit rate 1.7% among 86,000; in the data active = inhibition above about 50%;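 note: 0% = receptor plus peptide control and 100% = peptide only without receptor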
Target sequence (P03372 whole entry, looked up, the tested form may be a part): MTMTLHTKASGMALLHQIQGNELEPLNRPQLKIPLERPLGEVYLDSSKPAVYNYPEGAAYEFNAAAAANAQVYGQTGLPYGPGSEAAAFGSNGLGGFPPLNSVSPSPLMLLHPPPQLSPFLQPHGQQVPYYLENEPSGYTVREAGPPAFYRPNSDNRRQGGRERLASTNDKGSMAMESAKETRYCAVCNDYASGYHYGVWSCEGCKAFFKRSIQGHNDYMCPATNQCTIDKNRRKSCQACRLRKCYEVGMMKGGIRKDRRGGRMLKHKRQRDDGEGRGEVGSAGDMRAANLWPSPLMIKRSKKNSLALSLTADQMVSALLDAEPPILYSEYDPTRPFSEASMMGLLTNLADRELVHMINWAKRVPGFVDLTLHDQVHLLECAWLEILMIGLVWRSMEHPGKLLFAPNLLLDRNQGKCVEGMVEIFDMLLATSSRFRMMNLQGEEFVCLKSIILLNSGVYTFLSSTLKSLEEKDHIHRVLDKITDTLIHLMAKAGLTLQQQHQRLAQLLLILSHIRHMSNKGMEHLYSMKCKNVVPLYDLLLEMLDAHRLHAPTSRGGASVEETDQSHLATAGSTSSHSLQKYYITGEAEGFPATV
CYP2C19 inh = blockers of cytochrome P450 2C19 activity – biochemical, luminescence, ADME assay, primary screen. P33261. CYP2C19 Supersomes, luciferin-H EGE luminescence, 30 min. inhibition, % at 5 µM. hit rate 21% among 96,000. AID 778, 2007;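 active = CYP2C19 inhibition above a set limit at 5 µM in the primary screen, cut at about 50% in these data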;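 note: plate controls were negative control wells for no effect and 2.5 mM tranylcypromine positive control for full effect; values of inactives mirror those of a sister screen read the other way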
Mac1 fbg enh = enhancers of CD11b/CD18 adhesion to fibrinogen, primary screen, K562 cells, luminescence | activation, % at 10 µM | Integrin beta-2 (Homo sapiens) + Integrin alpha-M (Homo sapiens), P05107+P11215 | hit rate 0.07% among 93,000 | ATPlite luminescence;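 active = 10 µM primary screen giving 50% or more activity, confirmed by 40% or more on retest at that dose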; note: strong numbers were not always called active
HUVEC prolif 384 = inhibitors of HUVEC proliferation, primary screen, cell-based, 384-well. hit rate 1.1% among 86,000. CellTiter-Glo luminescence, 72 h; stronger effect = lower value. AID 648, 2007. viability, % at 10 µM (by protocol);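 active = viability at or below 30%; inactive = viability above 30%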;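 note: 100% = median luminescence of DMSO-only cell control wells on each plate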
CD11b adhes inh = inhibitors of CD11b/CD18 adhesion to fibrinogen, primary screen, K562 cells, luminescence. hit rate 0.54% among 93,000. Integrin beta-2 (Homo sapiens) + Integrin alpha-M (Homo sapiens), P05107+P11215. inhibition, % at 10 µM. ATPlite luminescence; Mn2+ added to activate the integrin;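 active = primary inhibition of 50% or more at 10 µM, then 40% or more on retest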; note: some results filed as inactive read as strong as hits
CYP2C19 activ = human CYP2C19 activators, primary screen, biochemical, luminescence. Cytochrome P450 2C19 (Homo sapiens), P33261. recombinant CYP2C19, luciferin-H EGE luminescence; stronger effect = higher value; 0 = fully inhibited enzyme, 1 = untreated enzyme. activation factor at 5 µM. 96,000 tested, under 10 active. AID 1025, 2008;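 active = activation factor of at least 2 at 5 µM in the primary screen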;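 note: 0 = wells with 2.5 mM tranylcypromine and 1 = vehicle-only wells; values of inactives mirror those of a sister screen read the other way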
ERa SRC1 pot = enhancers of ERα–SRC-1 coactivator binding, primary screen, biochemical, TR-FRET, ERα LBD, low estradiol | coactivator binding (% of control), % at 25.6 µM | hit rate 1.3% among 86,000 | TR-FRET ERalpha-LBD/SRC-Cy5 coactivator binding, 2 h; 100 = basal binding, no effect | Estrogen receptor (Homo sapiens), P03372; in the data active = activity above about 200%;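 note: binding measured in presence of low estradiol as agonist stimulus; 0% = peptide alone without receptor and 100% = receptor with peptide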
* = called active by the depositor; / = not tested or not shown; [ ] = remark or other dose.

SMILES	Fibroblast inh	H69AR inhibit	ERa SRC1 inh	CYP2C19 inh	Mac1 fbg enh	HUVEC prolif 384	CD11b adhes inh	CYP2C19 activ	ERa SRC1 pot
Cc1cccc(C)c1OCC(=O)N/N=C/c1cc2c(cc1[N+](=O)[O-])OCO2	95	88	2	48	-2	91	-40	0.5	93
Cc1cccc(N2CCN(C(=O)c3ccc(NS(=O)(=O)c4c(C)noc4C)cc3)CC2)c1C	90	78	-8	7	6	84	-22	0.9	103
O=C(C1CC1)N1CCc2cc(Br)cc(S(=O)(=O)N3CCN(c4ccccn4)CC3)c21	104	109	9[fluorescence artefact?]	72*	-1	97	-1	0.3	121
CC(=O)C1=C(NC(=O)c2ccc(F)cc2)CC2C1C2(C)C (stereo not drawn)	92	102	-6	14	6	126	19	0.9	98
CC(C)C(=O)NC(NC(=S)NC1CCS(=O)(=O)C1)C(Cl)(Cl)Cl (stereo not drawn)	104	102	4	/	/	103	/	/	111
CC1CN(C(=O)COC(=O)c2cccs2)CC(C)O1 (stereo not drawn)	103	81	9	2	0	102	-2	1	134
CN1CCCCCC1=NC1=C(C#N)CCCC1	103	86	0[fluorescence artefact?]	17	1	94	-9	0.8	94
Cn1c(Br)nc2c1c(=O)n(CC(O)COc1ccccc1)c(=O)n2C (stereo not drawn)	96	92	-3	86*	-1	107	-1	0.1	117
COC(=O)c1ccc(NC(=O)CSc2nnc(Cc3cccn3C)n2-c2ccc(F)cc2)cc1	95	75	1	22	-2	98	6	0.8	125[fluorescence artefact?]
O=C(c1nnc(Cc2ccc(Cl)cc2)o1)N1CCOCC1	93	106	2	/	/	104	/	/	117
CC(=O)NS(=O)(=O)c1ccc(N)cc1	99	101	-1	/	/	102	/	/	97
CCCNC(=O)COC(=O)CCC(=O)c1ccc(F)cc1	/	/	/	16	-5	/	8	0.8	/
Nc1nc2c(ncn2COC(CO)CO)c(=O)[nH]1	93	101	-9	/	/	96	/	/	118
CC(O)CNC(=O)C1CCN(Cc2ccc(OCc3ccccc3)cc2)CC1 (stereo not drawn)	97	100	-6	15	-1	81	-8	0.9	99
Cc1ccc(-c2cc(C(F)F)n3ncc(C(=O)N4CCCc5ccccc54)c3n2)cc1	81	58	-10[fluorescence artefact?]	/	/	71	/	/	148[fluorescence artefact?]
COc1ccc(-c2cnc(N)nc2-c2ccc(OC)cc2O)cc1	103	49	-34	28	-6	89	-8	0.7	74
CCOC(=O)N1CCN(C(=O)c2ccc3c(c2)N(Cc2ccc(C)cc2)CCS3)CC1	91	31*	-2	30	2	79	22	0.7	88
CCCCCCn1c(CN2CCC(C)CC2)nc2c1c(=O)n(C)c(=O)n2C	94	95	-3	/	/	106	/	/	113
Cc1ccc2cc(CN(CCCN3CCOCC3)C(=O)NC3CCCCC3)c(=O)[nH]c2c1C	100	89	5[fluorescence artefact?]	/	/	79	/	/	99
O=C(/C=N/O)NCc1cccnc1	104	96	-2	0	-2	109	14	1	108
COc1cc(/C=N/N2C(=O)CSC2=S)ccc1O	94	101	8	10	-2	94	7	0.9	79[fluorescence artefact?]
COc1ccc(NC(=O)CSc2nc3sc(C)c(C)c3c(=O)n2Cc2ccco2)cc1	73	104	19	62*	-2	46	2	0.4	118[fluorescence artefact?]
COc1ccc(CCC(=O)Nc2ccc(N3CCOCC3)cc2)cc1	/	/	/	7	-4	/	-1	0.9	/
COc1cc(OC)c(OC)cc1CNCCNC(=O)c1nonc1N	105	89	-5	20	0	93	-1	0.8	114
CCC(C)NC(=O)C1CCN(S(=O)(=O)c2cccs2)CC1 (stereo not drawn)	/	/	/	5	-4	/	0	1	/

The list goes on; it opens with the 3 that closed the last part.
SMILES	Fibroblast inh	H69AR inhibit	ERa SRC1 inh	CYP2C19 inh	Mac1 fbg enh	HUVEC prolif 384	CD11b adhes inh	CYP2C19 activ	ERa SRC1 pot
COc1ccc(CCC(=O)Nc2ccc(N3CCOCC3)cc2)cc1	/	/	/	7	-4	/	-1	0.9	/
COc1cc(OC)c(OC)cc1CNCCNC(=O)c1nonc1N	105	89	-5	20	0	93	-1	0.8	114
CCC(C)NC(=O)C1CCN(S(=O)(=O)c2cccs2)CC1 (stereo not drawn)	/	/	/	5	-4	/	0	1	/
Cc1ccc2c(c1)CCCN2C(=O)c1cccs1	94	93	-30	27	-2	89	8	0.7	103
Cc1nc2ccccn2c1-c1csc(NCc2ccco2)n1	91	78	-10	72*	-6	98	2	0.3	96
CN(C)CCOC(C1CCCCC1)C1CCCCC1	/	/	/	6	-1	/	-8	0.9	/
CSCC[C@H](NC(=O)c1nn(C)c(=O)c2ccccc12)c1nc2ccccc2[nH]1	93	70	6	41	/	93	/	0.6	101
c1csc(CCNc2ncnc3sc4c(c23)CCC4)c1	85	53	-1	94*	-6	63	86*	0.1	86
C=CCOc1ccc(C2/C(=C(\O)c3c(C)[nH]c(C(=O)OC)c3C)C(=O)C(=O)N2CCN(C)C)cc1 (stereo not drawn)	107	88	-6	2	/	100	/	1	98[fluorescence artefact?]
CN1C(=O)c2ccc(N(C)C)cc2C1=O	108	83	0[fluorescence artefact?]	/	/	97	/	/	122
CCN(CC)C(=O)CN1CCC(n2c(C)nc3cc(C(F)(F)F)ccc32)CC1	93	91	-8	11	-2	96	-6	0.9	145
C=CCn1c(SCc2csc(C)n2)nc2scc(-c3ccc(C)o3)c2c1=O	98	87	1	17	16	64	9	0.8	165[fluorescence artefact?]
CCCc1nnc(SCC(=O)N2CCCC(C)C2)n1CC1CCCO1 (stereo not drawn)	94	82	-1	23	3	92	-3	0.8	99
COC(=O)c1cc(OC)c(OC)cc1NC(=O)CCc1ccc(C)o1	94	78	-2	19	14	89	-17	0.8	127
Cc1cccc(-n2c(SCCC(=O)O)nnc2-c2cccs2)c1C	96	102	0	6	-3	91	-8	0.9	93
COC(=O)C(C)N1C(=O)S/C(=C/c2cc(C)n(C(C)C)c2C)C1=O (stereo not drawn)	/	/	/	38	2	/	12	0.6	/
O=C1CC(c2nc3ccccc3[nH]2)CN1c1ccccc1 (stereo not drawn)	101	88	-12	32	-5	97	-6	0.7	115
COC(=O)c1[nH]c(C)c(/C(O)=C2\C(=O)C(=O)N(CCN(C)C)C2c2ccccc2OC)c1C (stereo not drawn)	97	86	5[fluorescence artefact?]	-6	/	89	/	1.1	112
CCCCn1cc(C(C)(C)C)c(C#N)c1NC(C)=O	98	97	-1	1	3	101	-2	1	113
COC(=O)C1=C(C)OC(N)=C(C#N)C1c1ccc(OC)c(CSc2ccccn2)c1 (stereo not drawn)	/	/	/	79*	7	/	-5	0.2	/
Nc1cc(=O)[nH]n1C1CCN(c2ccccc2)CC1	103	95	2[fluorescence artefact?]	12	-2	101	0	0.9	119
CCOc1cc(S(=O)(=O)Nc2ccc(Cl)cn2)ccc1F	95	100	-2	29	2	88	7	0.7	108
COc1ccccc1NC(=O)c1ccc2nc(N3C(=O)CCC3=O)sc2c1	/	/	/	14	0	/	18	0.9	/
COc1cc2nc(C3CC3)n(NC(=O)c3ccc(F)cc3)c(=O)c2cc1OC	94	79	-1[fluorescence artefact?]	-1	-2	110	27	1	100[fluorescence artefact?]
CCOc1ccc(C(=O)NCCCn2ccnc2)cc1	101	109	-5	93*	-1	90	-2	0.1	134
CC(=O)OC(C(=O)NCCc1ccccc1)c1cccnc1 (stereo not drawn)	99	94	-6[fluorescence artefact?]	0	0	98	-13	1	125
CC(=O)Oc1cccc(N2C(=O)CC(Nc3ccc(N4CCOCC4)cc3)C2=O)c1 (stereo not drawn)	105	91	-9	18	/	94	/	0.8	106
O=C(NCCCN1CCCC1=O)c1cccs1	97	102	-3	12	3	96	14	0.9	117

Other results.
SMILES	Fibroblast inh	H69AR inhibit	ERa SRC1 inh	CYP2C19 inh	Mac1 fbg enh	HUVEC prolif 384	CD11b adhes inh	CYP2C19 activ	ERa SRC1 pot
CCOC(=O)c1cc(C(=O)Nc2ccccc2F)nn1C	/	/	/	14	-2	/	-44	0.9	/
CC(C(=O)N1CCCc2ccccc21)N1C(=O)c2ccccc2C1=O (stereo not drawn)	106	92	-2	/	/	105	/	/	95
CCCOc1ccc(N2C(=O)C3ON(c4ccccc4)C(c4ccc(O)c(OC)c4)C3C2=O)cc1 (stereo not drawn)	99	91	49	33	-2	74	5	0.7	95[fluorescence artefact?]
CCOC(=O)Cc1csc(NC(NC(=O)OCC)(C(=O)OCC)C(F)(F)F)n1 (stereo not drawn)	105	98	-5	/	/	99	/	/	114
COc1ccc(CC(=O)Nc2ccc(-c3nnc(-c4ccccc4)o3)cc2)cc1	105	58	40[fluorescence artefact?]	18	/	84	/	0.8	184[fluorescence artefact?]
O=C(CN1CCN(c2ncccn2)CC1)NCCC1=CCCCC1	100	93	-5[fluorescence artefact?]	54*	/	98	/	0.5	102
Cc1ccc(-c2noc(CSc3nnc(-c4ccncc4)n3-c3ccc(C)cc3)n2)cc1	68	44	0	86*	/	70	/	0.1	107
Cc1cc(C)nc(NS(=O)(=O)c2ccc(NC(=O)NC3CCCCC3)cc2)n1	99	101	-17	10	0	85	-32	0.9	114

Entries of single compounds from above.
CC(=O)C1=C(NC(=O)c2ccc(F)cc2)CC2C1C2(C)C (stereo not drawn) across the screens: Fibroblast inh = 92; H69AR inhibit = 102; ERa SRC1 inh = -6; CYP2C19 inh = 14; Mac1 fbg enh = 6; HUVEC prolif 384 = 126; CD11b adhes inh = 19; CYP2C19 activ = 0.9; ERa SRC1 pot = 98
COC(=O)c1[nH]c(C)c(/C(O)=C2\C(=O)C(=O)N(CCN(C)C)C2c2ccccc2OC)c1C (stereo not drawn) across the screens: Fibroblast inh = 97; H69AR inhibit = 86; ERa SRC1 inh = 5[fluorescence artefact?]; CYP2C19 inh = -6; Mac1 fbg enh = /; HUVEC prolif 384 = 89; CD11b adhes inh = /; CYP2C19 activ = 1.1; ERa SRC1 pot = 112

Screening results as filed in PubChem.

Random draw from the library; overall some 26% were active at least once.
